Mtb UGM inh: blocks M. tuberculosis UGM enzyme; P9WIQ1; purified UGM, fluorescence polarization probe displacement; inhibition, % at 10 µM; 320,000 tested, 0.06% active; AID 504406; in the data active = inhibition above about 10%, passing the limit was not always enough; inconclusive = no clear call, values can overlap the other calls
PrPC surface inh: reduces human prion protein on the cell surface; 370,000 tested, 0.43% active; cell surface PrPC, TR-FRET read-out; inhibition, % at 13.8 µM; in the data active = inhibition above about 24%; also: 0% = median of the test wells and 100% = reference compound wells
BioA inh: blocks M. tuberculosis BioA enzyme activity; purified M. tuberculosis BioA enzyme, plate reader; inhibition, % at 9.99 µM; 360,000 tested, 0.096% active; in the data active = inhibition above about 40%; inconclusive = no clear call, values can overlap the other calls
Rv3671c inh: inhibitors of M. tuberculosis serine protease Rv3671c; P9WHR9; AID 2606; 320,000 tested, 0.048% active; inhibition, % at 5.96 µM; in the data active = inhibition above about 38%;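 also: extracellular domain of Rv3671c used as enzyme; 0% = enzyme with DMSO and 100% = no enzyme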
Target sequence (P9WHR9 whole entry, looked up, the tested form may be a part): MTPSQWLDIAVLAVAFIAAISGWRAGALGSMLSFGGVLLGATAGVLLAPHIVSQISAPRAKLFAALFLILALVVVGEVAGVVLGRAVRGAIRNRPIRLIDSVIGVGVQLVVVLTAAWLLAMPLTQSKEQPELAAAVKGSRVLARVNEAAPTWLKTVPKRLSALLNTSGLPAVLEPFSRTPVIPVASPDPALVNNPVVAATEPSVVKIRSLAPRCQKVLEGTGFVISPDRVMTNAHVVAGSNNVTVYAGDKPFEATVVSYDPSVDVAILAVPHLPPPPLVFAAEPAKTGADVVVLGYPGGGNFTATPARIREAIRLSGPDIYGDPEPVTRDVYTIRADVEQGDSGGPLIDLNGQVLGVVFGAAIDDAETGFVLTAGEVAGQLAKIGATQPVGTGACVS
FadD28 binding: inhibitors of Mycobacterium tuberculosis FadD28 bisubstrate binding; FadD28 bisubstrate probe binding, fluorescence polarization; inhibition, % at 12.5 µM; 360,000 tested, 0.22% active; AID 588549; in the data active = inhibition above about 8.5%, passing the limit was not always enough; inconclusive = no clear call, values can overlap the other calls
MazEF act: activators of E. coli MazEF toxin-antitoxin RNase; P0AE70; FAM/BHQ RNA-DNA oligo cleavage fluorescence, 5 h; activation, % at 20 µM; 350,000 tested, 0.32% active; in the data active = activation above about 50%
Target sequence (P0AE70 whole entry, looked up): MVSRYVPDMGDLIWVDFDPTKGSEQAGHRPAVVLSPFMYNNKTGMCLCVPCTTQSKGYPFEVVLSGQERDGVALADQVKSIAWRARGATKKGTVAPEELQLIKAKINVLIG
BoNT F protease: inhibitors of Botulinum neurotoxin F light chain protease | Multiplex microsphere protease cleavage assay, flow cytometry | inhibition, % at 10 µM | 360,000 tested, 0.22% active | AID 588497; in the data active = inhibition above about 35%, passing the limit was not always enough; inconclusive = no clear call, values can overlap the other calls; also: plate controls were buffer without enzyme for full effect and enzyme alone for no effect
Mtb FBA inh: inhibitors of M. tuberculosis fructose-bisphosphate aldolase; inhibition, % at 1 µM; P9WQA3; 360,000 tested, 2.3% active; purified M. tuberculosis FBA, fluorescence read-out; in the data active = inhibition above about 27%;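 also: 0% = vehicle and 100% = reference inhibitor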
Target sequence (P9WQA3 whole entry, looked up): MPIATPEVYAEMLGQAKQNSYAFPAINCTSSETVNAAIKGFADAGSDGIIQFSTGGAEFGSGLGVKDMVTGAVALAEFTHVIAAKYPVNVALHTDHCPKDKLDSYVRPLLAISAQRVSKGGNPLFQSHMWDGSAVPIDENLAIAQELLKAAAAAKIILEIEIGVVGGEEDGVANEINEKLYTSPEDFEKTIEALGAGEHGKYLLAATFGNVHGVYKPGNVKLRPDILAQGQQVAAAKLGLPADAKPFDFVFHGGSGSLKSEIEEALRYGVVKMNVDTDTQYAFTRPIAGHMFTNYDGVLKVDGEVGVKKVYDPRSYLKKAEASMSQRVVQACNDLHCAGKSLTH
GDH-TPI counter: inhibits GDH-TPI coupling enzymes, artifact for Mtb FBA screen. inhibition, % at 4.8 µM. GDH-TPI coupled enzyme counterscreen, NADH absorbance. 360,000 tested, 1.2% active. AID 588335; in the data active = inhibition above about 30%;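 also: 0% = DMSO wells and 100% = wells lacking the enzyme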
* = called active by the depositor; u = inconclusive; x = not tested or not shown.

SMILES	Mtb UGM inh	PrPC surface inh	BioA inh	Rv3671c inh	FadD28 binding	MazEF act	BoNT F protease	Mtb FBA inh	GDH-TPI counter
C[C@]12CC[C@H](O)CC1=CCC1C2CC[C@@]2(C)C1C[C@@H]1CC(=O)O[C@@H]12 (stereo not given in full)	0.6	1	3.5	-2	-1.9	7	-15	1	-2
O=C(NC1CC1)c1cc2cc(Br)ccc2s1	1.2	-2	0.4	-8	-1.9	-3	-5	0	4
CC1CCCN(S(=O)(=O)c2ccc3oc(=O)ccc3c2)C1 (stereo not given)	2.0	5	-0.1	2	-0.1	0	9	0	3
Cc1cc([N+](=O)[O-])ccc1NC(=O)c1ccco1	0.1	-2	x	-9	-1.7	-3	3	-2	3
O=C(NCc1cccnc1)c1cnc2ccccc2n1	0.4	-18	x	6	-2.2	-5	u	-3	1
CCOC(=O)C1(c2ccccc2)Oc2ccccc2C(c2ccc(OC)cc2)=C1C(=O)OC (stereo not given)	x	6	-1.8	x	-1.3	2	-2	2	-1
Cc1ccc(CNS(=O)(=O)c2ccc3c(c2)NC(=O)C(C)S3)cc1 (stereo not given)	-2.2	-2	-1.1	-1	0.7	8	-2	1	-2
C/C(=N/NC(=O)c1ccncc1)c1ccccc1	-0.5	1	0.5	4	-2.9	5	-7	2	-7
O=C(CSc1cccc[n+]1[O-])Nc1ccccc1C(F)(F)F	-1.9	-2	x	2	-1.5	6	-4	0	10
CCOC(=O)c1c(C)nn(-c2ccc(NC(=O)c3c(C)noc3C)cc2)c1C	2.6	2	0.9	2	-2.0	7	-29	0	-2
O=C(CN1C2CCCC1CC(NC(=O)c1ccccc1)C2)Nc1ccccc1C(F)(F)F (stereo not given)	1.4	-11	0.2	-13	-2.3	4	-2	2	-3
O=C(OCc1ccccc1)N1CCC2CC1c1cc(N3CCCCC3)ccc12 (stereo not given)	x	4	-1.3	x	-1.8	1	-5	1	8
CCOc1ccccc1C(=O)NC(C(=O)Nc1ccccc1N1CCOCC1)C(C)C (stereo not given)	-0.7	-5	2.6	4	-0.8	5	4	0	5
Cc1ccc(F)cc1C(=O)N1CCCC(c2cc(C(=O)NCc3ccccc3)no2)C1 (stereo not given)	x	4	-1.5	x	-4.1	x	-1	-2	7
CC(C)(C)[C@H]1C=C(C(=O)NCc2nc3ccccc3[nH]2)O[C@@H](OCCCCO)C1	0.4	-1	11	-4	-1.0	10	-2	1	4
O=C(c1ccc(F)cc1)N1CCC(C(=O)N2CCN(Cc3ccc4c(c3)OCO4)CC2)CC1	-3.7	6	-0.3	8	-0.4	4	0	4	10
O=C(Nc1cccnc1)c1ccc(-c2ccc(Cl)cc2)o1	-0.6	8	x	-22	-1.6	-9	-3	-2	6
Cc1cccc(Nc2nc(N)c([N+](=O)[O-])c(N3CC(C)CC(C)C3)n2)c1 (stereo not given)	-1.1	0	x	-11	-2.4	-3	0	1	-2
CCCCN(c1ccccc1)S(=O)(=O)c1cccc2cccnc12	-2.8	1	-1.0	-2	-3.8	-4	1	-2	-14
O=C(Cc1ccccc1)Nc1nnc(-c2cccs2)s1	-3.8	-7	1.0	6	-0.3	9	-10	68*	23
O=C(Nc1ccc2c(c1)Cc1ccccc1-2)c1cccnc1	1.2	7	2.4	-28	-3.6	4	-5	-6	0
O=C(NC1CC1)c1ccc(CSCc2ccccc2Cl)o1	-1.5	13	0.2	-3	-5.8	-1	4	-5	-7
COc1ccccc1N1CCN(C(=O)c2cc3c(=O)n4ccccc4nc3s2)CC1	-0.5	-6	0.9	1	-3.4	13	x	9	21
COC(=O)c1cc(NC(=O)c2cc(C(C)(C)C)nn2Cc2ccc(F)cc2)ccc1N1CCOCC1	0.3	11	-2.7	5	-2.3	0	x	3	5
CCOC(=O)c1sc(NC(=O)CSc2nnc(Cc3ccccc3)o2)c(C#N)c1C	2.1	x	2.4	-4	-4.2	15	3	-3	27

Structural class, the entries above with two or more sulfur atoms
SMILES	Mtb UGM inh	PrPC surface inh	BioA inh	Rv3671c inh	FadD28 binding	MazEF act	BoNT F protease	Mtb FBA inh	GDH-TPI counter
Cc1ccc(CNS(=O)(=O)c2ccc3c(c2)NC(=O)C(C)S3)cc1 (stereo not given)	-2.2	-2	-1.1	-1	0.7	8	-2	1	-2
O=C(Cc1ccccc1)Nc1nnc(-c2cccs2)s1	-3.8	-7	1.0	6	-0.3	9	-10	68*	23
CCOC(=O)c1sc(NC(=O)CSc2nnc(Cc3ccccc3)o2)c(C#N)c1C	2.1	x	2.4	-4	-4.2	15	3	-3	27

Remaining list, next part:
SMILES	Mtb UGM inh	PrPC surface inh	BioA inh	Rv3671c inh	FadD28 binding	MazEF act	BoNT F protease	Mtb FBA inh	GDH-TPI counter
COc1cc(OC)cc(-c2oc(=O)c3cc(OC)c(OC)cc3c2C#CCCO)c1	-1.7	-2	1.1	-6	0.1	9	1	3	20
COc1ccc2[nH]cc(CC(=O)O)c2c1	2.6	0	-1.0	4	-3.9	1	-9	1	5
CCOc1ccc(OCC)c(NC(=O)CCS(=O)(=O)c2ccc(C)cc2)c1	-0.3	3	-1.5	3	-0.1	-6	-10	-1	-2
CC(/C=C/C1(O)C(C)CC(O)CC1(C)C)OC1OC(CO)C(O)C(O)C1O (stereo not given)	-0.2	-4	-2.1	0	-2.4	11	0	1	-8
CC1CCCN(c2cc3c(cc2[N+](=O)[O-])C(=O)N(c2ccccc2)C3=O)C1 (stereo not given)	1.0	-8	1.2	0	-3.5	4	-2	-4	3
Cc1ccccc1N(C(=O)c1ccccn1)C(C(=O)NCc1ccccc1)c1cccnc1 (stereo not given)	-1.0	5	0.1	-6	-2.7	6	15	-6	-7
Cc1ccc(CCN2C(=O)CCC2(C)C(=O)NC2CCCC2)cc1 (stereo not given)	1.3	-5	0.5	-7	-2.1	3	-5	4	2
CCOC(=O)NC(=O)COC(=O)c1cccc2ccccc12	1.8	-1	x	8	-1.5	0	2	27	8
O=C(CSc1nnc(NC(=O)c2ccco2)s1)Nc1ccccc1Br	-1.3	-7	5.7	0	-3.0	-1	3	-1	-11
COc1ccc(C2CC(=O)Oc3cc(C)c(Cl)cc32)cc1 (stereo not given)	x	-7	1.6	x	-1.8	-5	1	4	2
O=C(CSc1nnc2c(n1)[nH]c1ccccc12)NC1CCCCC1	0.5	7	x	-6	-2.8	-18	-25	0	0
Cc1ccc(C(=O)N2CC=C(c3ccccc3)CC2)o1	-0.4	7	4.1	-5	-2.3	3	-3	2	-3
O=C(NC(N1CCOCC1)C(Cl)(Cl)Cl)c1ccc(Br)cc1 (stereo not given)	-0.8	-8	x	1	-0.5	5	1	0	-1
O=C(NNC(=O)c1ccco1)c1ccco1	x	9	0.3	x	-0.9	-1	-7	5	12
CSCC[C@H](NC(=O)OC(C)(C)C)C(=O)N/N=C/c1c(C)[nH]c(=O)[nH]c1=O	-1.5	-10	2.1	3	-4.6	12	-2	1	23
COc1ccc(/C(C)=N/NC(=O)C2C3CCCCC32)c(OC)c1 (stereo not given)	-1.1	1	x	3	-0.7	-1	-3	0	5
Cc1[nH]c(C)c(S(=O)(=O)N(Cc2ccccc2)C(C)C)c1C(=O)N1CCCC1	-0.5	4	-0.3	5	-4.5	11	-6	-1	-4
COc1ccc(C(=O)COC(=O)c2ccc([N+](=O)[O-])s2)cc1OC	1.3	-16	-3.6	-19	-0.9	7	-7	-2	26
O=C(Nc1cccnc1)Nc1cccc([N+](=O)[O-])c1	0.9	-11	2.2	-2	-0.9	0	-19	0	3
Cc1cn(-c2cc(NC(=O)c3ccc(C)c(NC(=O)c4cccc(-c5cn[nH]c(=O)c5)c4)c3)cc(C(F)(F)F)c2)cn1	-1.4	x	0.1	-16	-0.6	-12	-10	-1	8
O=S(=O)(c1ccc(Br)c2ccccc12)N1CCOCC1	-0.3	2	0.6	-3	-0.2	-1	x	1	-2
COc1cccc(CN2CCN(Cc3ccc(O)c(OC)c3)CC2CCO)c1 (stereo not given)	3.3	-3	x	-7	-1.3	1	3	5	6
CCOC(=O)c1cc(NC(=O)c2ccc(Cl)cc2)c(=O)oc1-c1ccccc1	2.1	-4	-1.5	-6	-1.5	-8	-5	1	2
CCCNC(=O)CNC(=O)c1ccc(C#N)cc1	x	2	-0.7	2	-0.8	9	5	5	-5
Cc1ccc2c(Cl)cc(Cl)c(OCC(=O)NC3CCS(=O)(=O)C3)c2n1 (stereo not given)	0.6	-15	0.5	0	1.4	4	-4	13	1

Filtered by structure: the entries above containing a tert-butyl group
SMILES	Mtb UGM inh	PrPC surface inh	BioA inh	Rv3671c inh	FadD28 binding	MazEF act	BoNT F protease	Mtb FBA inh	GDH-TPI counter
CC(C)(C)[C@H]1C=C(C(=O)NCc2nc3ccccc3[nH]2)O[C@@H](OCCCCO)C1	0.4	-1	11	-4	-1.0	10	-2	1	4
COC(=O)c1cc(NC(=O)c2cc(C(C)(C)C)nn2Cc2ccc(F)cc2)ccc1N1CCOCC1	0.3	11	-2.7	5	-2.3	0	x	3	5
CSCC[C@H](NC(=O)OC(C)(C)C)C(=O)N/N=C/c1c(C)[nH]c(=O)[nH]c1=O	-1.5	-10	2.1	3	-4.6	12	-2	1	23

The results go on:
SMILES	Mtb UGM inh	PrPC surface inh	BioA inh	Rv3671c inh	FadD28 binding	MazEF act	BoNT F protease	Mtb FBA inh	GDH-TPI counter
Brc1ccc(-c2nnc(-c3ccccc3)c(N3CCSCC3)n2)cc1	0.0	-6	-4.5	-8	0.3	-16	-1	-3	16
C=CCN1CCc2nc(N)sc2CC1	x	-8	-1.4	x	0.3	-2	-73	4	13
O=C(O)C1C2c3ccccc3C(O)C1(C(=O)O)c1ccccc12 (stereo not given)	x	2	-1.0	x	-1.4	3	-4	-2	6
COc1cccc(C(C(=O)NCc2ccco2)N(Cc2ccco2)C(=O)Cn2nnc3ccccc32)c1 (stereo not given)	0.1	3	0.9	-4	1.6	0	4	0	11
CCOc1ccc(C(=O)Nc2c3c(nn2-c2ccccc2)CS(=O)(=O)C3)cc1	-1.1	-4	-0.4	-4	-0.5	6	1	1	2
CC(C)(C)OC(=O)NCc1ccc(CNC(=O)c2[nH]cnc2C(=O)NC2CCN(C(=O)OC(C)(C)C)CC2)cc1	-1.3	x	-2.1	-13	-5.3	11	-4	-4	1
Cc1cccnc1NC(=O)c1ccc(OCc2c(C)noc2C)cc1	-1.4	-4	0.2	4	-3.8	2	-12	-1	-7
c1ccc(CSc2nnc3ccc(-c4cccs4)nn23)nc1	-0.6	-8	x	14	-0.4	8	-5	3	3
CCCOc1ccc2oc(=O)c3c(c2c1)CCCN3C(=O)CN1CCCC(C(=O)OCC)C1 (stereo not given)	x	-8	-0.6	-5	-1.0	-1	-11	5	9
COc1ccccc1-c1cc(C(=O)NCc2ccccc2)no1	1.3	0	-0.4	-15	-5.3	2	-2	4	-2
Cc1cc(C)nc(NNC2=CC(=O)CC(C)(C)C2)n1	-1.6	-8	x	-4	0.2	-31	1	2	7
COC(=O)c1ccc(N=CC2=C(O)CC(c3ccccc3)CC2=O)cc1 (stereo not given)	-1.2	9	-1.1	-6	-1.5	-1	x	3	8
CCCCC(=O)c1ccc(O)cc1	0.3	0	-0.5	5	-3.0	0	-3	-3	21
CN(C)CCCN(C(=O)c1ccc(S(=O)(=O)N(C)Cc2ccccc2)cc1)c1nc2cc3c(cc2s1)OCO3	-1.5	-15	-2.5	7	-7.1	-32	-5	-3	6
COc1ccccc1NC(=S)N(CCc1c(C)[nH]c2ccccc12)Cc1cccs1	-3.4	2	-0.1	-3	-0.7	4	-3	6	7
COc1ccccc1N1CCN(C(=O)CN(Cc2ccc(Cl)cc2)S(C)(=O)=O)CC1	-0.5	-6	1.2	3	1.5	0	-12	-2	13
O=C(COc1ccccc1N1C(=O)c2ccccc2C1=O)c1ccc(Cl)cc1	0.5	3	-0.4	-10	-0.9	-3	6	3	4
CCCNC(=O)c1cc(C2CCCN(S(=O)(=O)c3cccc4cccnc34)C2)on1 (stereo not given)	x	4	0.3	x	-2.3	x	-9	-5	2
O=C(CCc1ccccc1)NC(=S)Nc1ccc2c(c1)C(=O)OC2	-0.3	-2	x	-10	-5.5	5	0	-4	-3
Cn1c(=O)c2sccc2n2c(CCCC(=O)N3CCCCC3)nnc12	-2.4	-4	-0.1	0	-2.1	1	-2	5	0
Cn1nnnc1P(=O)(c1ccccc1)c1ccccc1	-0.1	1	-4.1	-5	-0.4	0	0	1	-7
OC(CSc1c(Cl)cccc1Cl)CN1CCN(c2ccc(F)cc2)CC1 (stereo not given)	-0.4	3	-0.9	4	-2.1	-12	-1	-1	4
COc1ccccc1N(CC(=O)NC1CCCCC1)C(=O)Cn1nnc(-c2ccc(C)o2)n1	x	10	-0.3	x	0.4	6	5	-2	-2
